# A350 autofl – A350 region autofluorescence; Compound autofluorescence, 340/450 nm, Alexa 350 dye-equivalents; stronger effect = higher value; max dye-equivalent concentration, M; actives 11% (n = 59,000); in the data active = max dye-equivalent concentration above about 10 nM; inconclusive = mostly about 1.1 nM to 9.6 nM
# Ub-GFP proteasome – ubiquitin-GFP accumulation via proteasome inhibition. Potency, µM (doses to about 45.9 µM), for the others: at the top dose activation (GFP accumulation), usual class: activators. Ubiquitin-GFP reporter cells, proteasome inhibition, GFP fluorescence; response scale: untreated = 0%, 10 µM MG-132 = 100%. AID 526. 67,000 tested, under 10 active; active = well fitted activation curve with a large enough effect, not every such curve was filed as active; inconclusive = small, poorly fitted or top-dose-only effect, or another doubt; inactive = no such curve, though single readings can be large or run the other way; note: potency is the fitted concentration of half-maximal effect
#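 Proteasome block read as GFP accumulation: ubiquitin(G76V)-GFP U2OS cells exposed to compound (2.9 nM–46 uM) for 4 hr at 37 C. Normalization used untreated cells as 0% and 10 uM MG-132 as 100%; concentration-response curves fitted.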
# 4MU fluor – compound fluoresces in the 4-MU spectral region; compound autofluorescence, 340/450 nm, 4-MU equivalents; stronger effect = higher value; max dye-equivalent concentration, M; actives 11% (n = 59,000); AID 589; in the data active = max dye-equivalent concentration above about 10 nM; inconclusive = mostly about 1.1 nM to 9.6 nM
#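 Compounds in 100 mM Tris, pH 8.0, sat 15 min at room temperature before fluorescence was read at 340 nm excitation/450 nm emission; a per-plate six-point 4-MU standard curve converted signals to dye-equivalent concentration at each compound concentration.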
# CRE-bla Fsk – modulators of forskolin-stimulated CRE signaling in CHO cells; Potency, µM (highest dose often 38.2 µM), for the others: at the highest dose activity change, negative = inhibition, actives largely listed as activators; actives 2.5% (n = 71,000); CHO CRE-bla reporter (cAMP response element driving beta-lactamase), forskolin EC10, beta-lactamase ratio; AID 662; active = well fitted activation curve with a large enough effect in the signal ratio, with a control signal flat, not every such curve was filed as active; inconclusive = small, poorly fitted or top-dose-only effect, or effect the other way, or a change in a side signal; the % refers to the signal ratio; note: potency is the fitted concentration of half-maximal effect; % of control where 0% means no effect
#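 qHTS titration format; CRE-bla CHO reporter; stimulus EC10 NKH 477, a water-soluble forskolin. Read: CCF4 460/530 nm ratio. Potency expressed as AC50 for activators or inhibitors.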
# GFP derepression – epigenetic GFP locus derepression in mouse cells; mouse C127i GFP locus derepression, cytometry, 30 h; Potency, µM (top dose mostly 46.1 µM), for inactives: at the top dose GFP derepression (activation); actives 0.09% (n = 68,000); AID 597; note: % of control where 0% means no effect
#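 Read-out is the number of GFP-positive cells, scored as fluorescent objects 20 to 120 um wide, reflecting derepression of a silenced CMV-GFP reporter in murine C127i cells after 30 h compound exposure at 37 C.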
# TexasRed autofl – compound fluoresces in the Texas Red spectral region | Compound fluorescence, Texas Red channel, 547/618 nm; stronger effect = higher value | max dye-equivalent concentration, M | actives 0.06% (n = 59,000); in the data active = max dye-equivalent concentration above about 10 nM; inconclusive = between about 1.1 nM and that limit
#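 Spectral interference profiling: each compound concentration's relative fluorescence, read with a 547 nm excitation and 618 nm emission filter pair, was normalized to a per-plate Texas Red standard curve.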
# Hsp90 Hop PPI – changes Hsp90-Hop TPR2A binding signal, up or down | AlphaScreen TPR2A-His6 binding biotin-Hsp90 C-terminal peptide | Potency, µM (titrated, usually from 57 µM), without a hit: top-dose activity change, negative = inhibition | actives 0.44% (n = 71,000) | AID 595; active = well fitted curve in either direction with a large enough effect; inconclusive = small, poorly fitted or top-dose-only effect, or another doubt; note: potency is the fitted concentration of half-maximal effect; % is set by controls: 0 for no effect and ±100 for the full control effect; many of its hits are not listed in these tables
# Luciferase inh – firefly luciferase inhibition | purified firefly luciferase, luminescence, 8 min | actives 2.2% (n = 72,000) | Potency, µM (series often up to 57.1 µM), for the others: top-dose activity change, negative = inhibition, actives largely listed as inhibitors | P08659; note: potency is the fitted concentration of half-maximal effect; % is set by controls: 0 for no effect and ±100 for the full control effect; nearly all actives have a fitted effect of over 40% in size
# Target sequence (P08659 whole entry, looked up): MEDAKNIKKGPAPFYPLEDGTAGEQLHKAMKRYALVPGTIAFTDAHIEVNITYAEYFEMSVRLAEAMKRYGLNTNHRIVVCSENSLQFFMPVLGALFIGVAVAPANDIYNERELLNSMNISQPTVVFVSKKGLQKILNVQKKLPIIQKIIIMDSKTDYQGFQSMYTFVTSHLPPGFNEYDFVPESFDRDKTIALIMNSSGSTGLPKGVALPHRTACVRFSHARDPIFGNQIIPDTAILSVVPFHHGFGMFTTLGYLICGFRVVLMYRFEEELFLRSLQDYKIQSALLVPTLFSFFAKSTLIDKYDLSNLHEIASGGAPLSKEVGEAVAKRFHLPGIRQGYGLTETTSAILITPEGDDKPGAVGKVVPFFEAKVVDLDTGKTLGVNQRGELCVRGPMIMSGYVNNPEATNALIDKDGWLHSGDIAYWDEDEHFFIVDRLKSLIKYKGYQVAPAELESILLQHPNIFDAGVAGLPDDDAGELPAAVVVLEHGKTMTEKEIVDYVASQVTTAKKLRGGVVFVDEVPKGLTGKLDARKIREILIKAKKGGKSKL
#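 qHTS concentration-response profiling: light output of P. pyralis luciferase with luciferin and 10 uM ATP, imidazole buffer pH 7.2. Read by luminescence after 8-min room-temperature incubation.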
# ERK AVP inh – inhibitors of vasopressin-stimulated ERK signaling pathway; HEK293-V1b, vasopressin-stimulated pERK AlphaScreen; Potency, µM (titrated, usually from 57.5 µM), inactives show top-dose activity, negative = inhibition, most hits filed as inhibitors; actives 0.99% (n = 72,000); AID 995; note: potency is the fitted concentration of half-maximal effect; % is set by controls: 0 for no effect and ±100 for the full control effect; nearly all actives have a fitted effect of over 55% in size
#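 V1b-HEK293 cells; cpd 30 min 37C; 25 nM vasopressin 5 min; lyse 10 min; AlphaScreen beads 5 hr RT. Normalized to DMSO basal and 25 nM vasopressin; AC50 by Hill fit.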
# Fluorescein autfl – compound autofluorescence in fluorescein spectral region; Compound autofluorescence, 480/540 nm, fluorescein-equivalent; stronger effect = higher value; max fluorescein-equivalent concentration, M; actives 0.91% (n = 59,000); in the data active = max fluorescein-equivalent concentration above about 10 nM; inconclusive = between about 1.1 nM and that limit
#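 Library compounds, added at multiple concentrations to pH 8.0 Tris buffer (100 mM), incubate 15 min at room temperature before CCD imaging at 480 nm excitation and 540 nm emission.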
# HBB splice mod – alters splicing of the hemoglobin beta chain; actives 0.06% (n = 65,000); HBB splicing reporter cell assay, activation; EGFP reporter with mutant IVS2-654 intron; response scale: normalised to 500 nM splice-correcting PNA; Potency, µM (doses to about 46.1 µM), inactives show at the highest dose activation, usual class: activators; note: potency is the fitted concentration of half-maximal effect; 0% is about no effect
#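 HeLa cells stably expressing EGFP interrupted by mutant beta-globin intron 2 (IVS2-654), 500/well in 2% FCS. Treated with compound for 2 days at 37C. Splicing correction scored as total well GFP intensity (488 nm excitation, 500-520 nm emission); 500 nM antisense PNA served as control.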
# * = called active by the depositor; i = inactive; ? = inconclusive; / = not tested or not shown; [ ] = another dose, or the depositor's remark. Unless noted, calls come from the whole dose curve; as a rule, active = well fitted curve in the direction sought with a large enough effect; inconclusive = small, poorly fitted or top-dose-only effect, or another doubt; inactive = no such curve, though single readings can be large; an effect the other way counts as inactive or inconclusive. The list is partial (hit frequency here may not be typical).
SMILES | A350 autofl | Ub-GFP proteasome | 4MU fluor | CRE-bla Fsk | GFP derepression | TexasRed autofl | Hsp90 Hop PPI | Luciferase inh | ERK AVP inh | Fluorescein autfl | HBB splice mod
O=C(CC1Oc2ccc(Cl)cc2NC1=O)NC1CCCCCC1 (stereo unspecified) | / | 0% | / | 2% | -2% | / | -4% | 1% | -9% | / | -0.3%
CCCc1nnc(SCc2ccc(OCC)cc2)n1N | i | / | i | / | 8%[20.6 µM] | i | / | 2%[25.5 µM] | / | ? | /
COC(=O)CSc1nnc(CNc2ccc(Cl)cc2)n1Cc1ccccc1 | i | 1% | i | -4% | 0% | i | -4% | -2% | -27% | i | /
OC(Cc1cccnc1)(c1ccccc1)c1ccccc1 | i | 0%[9.17 µM] | i | 2%[7.6 µM] | 4%[9.22 µM] | i | -2%[11 µM] | 0%[11.4 µM] | -11%[11.5 µM] | i | -1.1%[9.22 µM]
COc1ccccc1OC[C@H](O)CO | i | 15%[20.5 µM] | i | -9%[17.1 µM] | 2%[20.6 µM] | i | -2%[26 µM] | 3%[25.5 µM] | 16%[25.7 µM] | ? | 1.6%[20.6 µM]
Cc1noc(C)c1S(=O)(=O)N(CC(=O)N1CCCCCC1)c1ccc(C(C)C)cc1 | / | 11% | / | -10% | / | / | -2%[2.3 µM] | -1% | 1% | / | -0.7%
O=C(c1sccc1-n1cccc1)N1CCCC1 | i | -5% | i | -9% | 1% | i | -6% | 0% | -22% | i | -2.3%
COc1cccc(NC2CC(=O)N(CCc3ccccc3)C2=O)c1 (stereo unspecified) | i | -3% | i | -2% | 2% | i | 3% | 0% | -20% | i | -0.4%[57.5 µM]
O=C(C(F)C(F)(F)F)N1CCN(c2ccccc2)CC1 (stereo unspecified) | i | 3% | i | -6% | 3% | i | -5% | 4% | ? | i | -0.2%[57.5 µM]
CC1CCN(C(=O)CSc2ccc(-c3ccc(F)cc3)nn2)CC1 | i | 5% | i | 10% | 2% | i | -7% | 0% | ? | i | 1.1%
CCOC(=O)C1=C(C)NC(C)=C(C(=O)OCC)C1c1ccc(OC)cc1 | 7.4e-08M* | -3% | 9.4e-08M* | 18% | 0% | i | 16% | 2% | -17% | i | /
Cc1ccc(-c2nnc(CSc3nc(C)nc4sc(C)c(C)c34)o2)cc1 | ? | 4% | i | 13% | -1% | i | -2% | 1% | -15% | i | 0.0%
COc1cccc(-c2nc(=S)c3c(n2Cc2ccco2)CCCC3)c1 | i | -2% | i | 8% | 6% | i | -8% | -4% | -14% | i | -1.9%
CC(C(=O)NCC1(c2ccccc2)CCCC1)N1CCOCC1 (stereo unspecified) | ? | 5% | i | 3% | 0% | i | -8% | 1% | ? | ? | -2.0%
O=S(=O)(c1ccc(Cl)c(C(F)(F)F)c1)N1CCN(CC(O)COCC2CCCO2)CC1 (stereo unspecified) | i | 9% | i | -16% | -4% | i | 0% | 2% | 21% | i | 0.1%
CCNC(=O)COc1ccc2ccccc2c1 | / | 3% | / | 5% | 2% | / | -2% | -2% | -19% | / | -0.1%
CCOC(=O)c1cccc(NC(=O)C2CCC(CNc3c(N4CCOCC4)c(=O)c3=O)CC2)c1 (stereo unspecified) | / | 0% | / | -18% | -6% | / | 0% | 1% | -8% | / | -0.7%
CC(=O)C1=C(C)NC(SCC(=O)c2ccc(Cl)cc2Cl)=C(C#N)C1c1ccco1 (stereo unspecified) | / | -8% | / | ? | 2% | / | 4% | -2% | 22% | / | -1.5%[9.22 µM]
S=c1nc(-c2cccc(Br)c2)[nH][nH]1 | / | -12% | / | -12% | 2% | / | -4% | 2% | -7% | / | -1.6%
O=C(O)c1cc(-c2ccc(-c3ccc(-c4cc(C(=O)O)c5cc(Cl)ccc5n4)cc3)cc2)nc2ccc(Cl)cc12 | 1.7e-06M* | -14%[9.17 µM] | 1.6e-06M* | 21%[7.6 µM] | 2%[9.22 µM] | i | 4%[11 µM] | 2%[11.4 µM] | 5%[11.5 µM] | i | 2.0%[9.22 µM]
CCOc1ccccc1N1C(=O)CC(Nc2ccc(N3CCOCC3)cc2)C1=O (stereo unspecified) | / | -14%[9.17 µM] | / | ? | 0% | / | -13%[11 µM] | 4% | -22% | / | -0.7%[0.0738 µM]
CCCn1c(C(O)c2cc(OC)ccc2OC)nc2ccccc21 (stereo unspecified) | i | -13% | i | -15% | 0% | i | -6% | -1% | -4% | i | 0.5%
CN(c1cccc(NC(=O)Nc2cccc(Cl)c2)c1)S(C)(=O)=O | i | 1% | i | -8% | 4% | ? | 1% | 10µM* | -25% | i | -0.3%
O=C(NCCN1CCOCC1)NC1(C(F)(F)F)Oc2ccc(Cl)cc2O1 (stereo unspecified) | i | -3% | i | ? | 0% | i | 1% | 0% | 22% | ? | -0.2%[57.5 µM]
O=C(CCCCn1c(=O)c2ccccc2n(Cc2ccc(F)cc2)c1=O)NCc1ccco1 | i | -6% | i | 10% | 0% | ? | -4% | -2% | -3% | i | -0.3%
O=C(Nc1ccc(-c2noc(CCc3ccccc3)n2)cc1)c1cccnc1 | i | 0% | i | ? | -3% | ? | -8% | -10% | 32%[activator] | i | 0.0%
COc1ccccc1-c1c(NC(=O)c2ccco2)n(-c2ccccc2)nc(C)c1=O | 1.8e-08M* | 4% | 1.8e-08M* | -4% | -3% | ? | 0% | 2% | 2% | i | -0.2%
O=C(CSc1nnc(Cn2c(=O)sc3ccccc32)n1-c1ccccc1)Nc1nccs1 | / | 10% | / | -12% | -6% | / | -11% | -3% | -17% | / | 2.0%
Cn1c(=O)c2nc(NCc3ccccc3)cnc2n(C)c1=O | 2.1e-07M* | -3% | 2.2e-07M* | ? | -2% | i | 0% | 2% | 12% | ? | 0.2%[57.5 µM]
CC1CCCC(N2CCN(C(=O)c3ccc(F)cc3)CC2)C1 (stereo unspecified) | / | 0% | / | 0% | -2% | / | -5% | 0% | 11% | / | -0.2%
O=C(OCC(=O)N1CCOCC1)c1ccc2c(c1)OCCO2 | i | -4% | i | ? | 1% | i | -1% | -8% | 3% | ? | -1.1%
CCOc1ccc(-n2c(SCC(=O)Nc3ccc(OC)cc3)nc3c(c2=O)SCC3)cc1 | i | -13% | i | -19% | 7% | i | 1% | 0% | 16% | i | 1.2%
C=CCNC(=O)CN(c1ccc(F)c(Cl)c1)S(C)(=O)=O | i | 1% | i | 0% | ? | i | 0% | -1% | -8% | i | 0.7%
O=C(Nc1ccccc1)N1CC[C@@]2(CCCN(C(=O)c3ccco3)C2)C1 | i | 3% | i | -6% | -1%[9.22 µM] | i | -4% | 0%[11.4 µM] | -9% | ? | 3.2%
O=C(Cn1ncc2c(=O)oc3ccccc3c21)NCCN1CCN(c2ccccc2F)CC1 | / | 9% | / | 0% | / | / | -3%[2.3 µM] | 2% | -3% | / | -0.4%
COC(=O)C1C(=O)c2c([nH]c(C(=O)OC3CCCCCC3)c2C)CC1C (stereo unspecified) | / | ? | / | 23% | 2% | / | -3% | ? | -27% | / | -0.7%
CCOC(=O)CC(=O)c1cc(OC)c(OC)c(OC)c1 | i | 5% | i | ? | 0% | i | 1% | 1% | -20% | i | -0.8%
COCCn1nnnc1C(c1cc2ccc(OC)cc2[nH]c1=O)N1CCN(C2CCCCC2)CC1 (stereo unspecified) | 1e-08M* | 5% | ? | -3% | 2% | i | -3% | 0% | -2% | i | /
COc1ccccc1N1CCN(C(c2cc3cc(C)ccc3[nH]c2=O)c2nnnn2C2CCCC2)CC1 (stereo unspecified) | ? | 1% | ? | -7% | 3% | i | -3% | 2% | 0% | i | /
CN=C1c2ccccc2CN1c1cccc(C(=O)OC)c1 | ? | -5% | ? | ? | 2% | i | -7% | 4% | ? | i | -0.8%[0.369 µM]
COc1ccc(S(=O)(=O)N2CCCC2C(=O)Nc2nnc(-c3cccnc3)s2)cc1 (stereo unspecified) | ? | 1% | i | ? | -1% | i | -5% | 2% | -12% | ? | -1.9%
CC1CCN(C(=O)CSc2nnc(CNC(=O)COc3ccc(Cl)cc3)o2)CC1 | i | 0% | i | -3% | 2% | ? | -5% | -1% | -4% | i | 1.1%
Cc1ccc2c(c1)NC(=O)C(CC(=O)NCCCN1CCN(c3cc(C)ccc3C)CC1)O2 (stereo unspecified) | / | -7% | / | -11% | -2% | / | ? | -1% | 24% | / | 0.3%
Cc1ccn2c(-c3csc(NCc4ccco4)n3)c(C)nc2c1 | / | 0%[9.17 µM] | / | ? | -2% | / | -9%[11 µM] | -2% | -20% | / | -3.2%[0.0738 µM]
CC1CCN(c2nnc(N3CCC(C)CC3)c3ccccc23)CC1 | / | -6% | / | 4% | / | / | -5%[2.3 µM] | 3% | 3% | / | 0.6%
O=C(CCN1CCCCCC1)Nc1ccc(F)c(F)c1 | / | 0% | / | -1% | -2% | / | -3% | 2% | ? | / | 1.3%
CSc1nc(C)cc(OCC(=O)N2CCOCC2)n1 | i | 4% | i | -1% | 4% | i | 2% | 2% | -5% | i | -1.2%
COC(=O)CNC(=O)c1cn(CC(C)C)c(=O)c2cc(OC)c(OC)cc12 | i | 3% | i | ? | 0% | i | 1% | 0% | -10% | ? | 0.8%

# Compound activity as filed in PubChem BioAssay.
